# Bioassay records from PubChem.
# procasp7 counter – counter-screen for procaspase-3 activators: activators of human procaspase-7; P55210; recombinant procaspase-7, Ac-DEVD-pNA absorbance 405 nm; D23A/D198A/D206A triple mutant, cannot self-cleave; scale: DMSO 0, 5 µM enzyme 100; activation, % at 8.5 µM; hit rate 0.093% among 330,000; AID 463210;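 active = percent activation above the screen-wide mean plus 3 SD, cut at about 25% in these data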
# Target sequence (P55210 whole entry D23A/D198A/D206A): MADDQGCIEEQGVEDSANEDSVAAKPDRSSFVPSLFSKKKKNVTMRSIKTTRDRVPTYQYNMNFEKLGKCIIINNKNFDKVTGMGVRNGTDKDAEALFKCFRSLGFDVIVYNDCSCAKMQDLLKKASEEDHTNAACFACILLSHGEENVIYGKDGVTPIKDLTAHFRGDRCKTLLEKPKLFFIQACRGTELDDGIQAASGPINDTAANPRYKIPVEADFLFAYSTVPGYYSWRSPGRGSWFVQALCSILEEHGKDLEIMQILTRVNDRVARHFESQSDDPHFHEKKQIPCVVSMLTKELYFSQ
#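 System: Procaspase-7 triple mutant (PC-7 D3A); measure: % activation from two-timepoint absorbance difference, scaled to controls; times: 1 h compound preincubation, 2 h substrate cleavage, 25 °C; also added: Ac-DEVD-pNA substrate, 400 µM as added; measured by: Epi-absorbance of released pNA at 405 nm, two timepoints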
# PP5 primary – PP5 (human) phosphatase inhibition; hit rate 0.18% among 320,000; inhibition, % at 6.7 µM; AID 1987; purified PP5c, OMFP substrate fluorescence; P53041;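 active = inhibition above the campaign's mean inhibition across all tested compounds plus 3 SD, cut at about 9.5% in these data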;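 also: 0% = DMSO only and 100% = 100 µM cantharidin control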
# core dimer inh – blocks dimerization of HCV core protein. inhibition, % at 5 µM. hit rate 0.33% among 300,000. TR-FRET GST/Flag-core106 dimerization, 1536-well. AID 1899;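 active = inhibition above the mean of all tested compounds plus 3 SD, set per screening campaign, cut at about 45% in these data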
#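 test system = GST/Flag-tagged HCV core106 proteins | probe or stimulus = Eu donor and XL665 acceptor anti-tag antibodies | times = compound-protein-antibody incubation 4 h at 22.5 °C | signal = TR-FRET, excitation 340 nm, emission 617 and 671 nm | measure = percent inhibition of core106 dimerization signal | controls = wells lacking GST-core106 and wells with excess unlabelled core106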
# JMJD2C inh – human JMJD2C demethylase inhibition | Q9H3R0 | GST-JMJD2C(1-420) H3K9me3 demethylation, DELFIA europium | inhibition, % at 2.35 µM | hit rate 0.069% among 330,000 | AID 2099;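 active = more than half of a compound's replicate wells show inhibition beyond 50%, single wells judged on their own value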;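 also: signal counts dimethyl H3K9 product captured on neutravidin plate; 0% = median of DMSO wells and 100% = 0.3 times that DMSO median; strong numbers were not always called active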
# Target sequence (Q9H3R0 1-420 limits assumed): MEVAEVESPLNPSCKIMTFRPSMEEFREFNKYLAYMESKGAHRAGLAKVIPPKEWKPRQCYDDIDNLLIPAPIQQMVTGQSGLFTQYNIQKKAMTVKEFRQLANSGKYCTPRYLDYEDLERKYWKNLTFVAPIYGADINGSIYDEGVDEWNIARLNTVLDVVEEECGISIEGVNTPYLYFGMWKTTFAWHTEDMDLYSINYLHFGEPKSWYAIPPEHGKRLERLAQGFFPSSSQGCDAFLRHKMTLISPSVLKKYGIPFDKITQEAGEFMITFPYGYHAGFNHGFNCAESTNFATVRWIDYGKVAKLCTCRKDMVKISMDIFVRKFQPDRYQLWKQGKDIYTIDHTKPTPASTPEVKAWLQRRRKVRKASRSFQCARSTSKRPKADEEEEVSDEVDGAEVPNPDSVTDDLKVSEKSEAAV
# GRK2 inh – inhibitors of human GRK2 displacing RNA aptamer; inhibition of aptamer binding, % at 10 µM; bead flow cytometry, FAM-aptamer displacement from GRK2; hit rate 0.59% among 330,000; P25098;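 active = inhibition of aptamer binding above 40%, roughly 3 SD of noise, on plates passing a quality check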;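 also: median bead fluorescence of bound FAM aptamer so fluorescent compounds give negative values; no value below 0 was filed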
# VLA-4 inh – inhibition in a human VLA-4 binding assay | hit rate 0.2% among 330,000 | VLA-4 expressing cells, ligand binding flow cytometry | inhibition, % (about 7 µM as worked out from the volumes in the protocol) | P13612; in the data active = inhibition above about 50%
# CTSL1 counter – cathepsin L1 inhibition, PFM18AAP counter-screen. hit rate 0.49% among 300,000. recombinant F. hepatica cathepsin L1, Z-Leu-Arg-MCA fluorescence. AID 1906. inhibition, % at 5.96 µM;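 active = inhibition above the mean of all tested compounds plus 3 SD, set per screening campaign, cut at about 17% in these data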;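 also: 0% = plate median of test compound wells and 100% = 1 µM Z-Phe-Ala-diazomethylketone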
# PP1 inh – counter-screen for PP5 inhibitors: inhibitors of human PP1-alpha; P62136; purified PP1alpha, OMFP fluorescence; inhibition, % at 6.7 µM; hit rate 0.9% among 320,000; AID 2235;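 active = inhibition above the mean inhibition of all tested compounds plus 3 SD, computed separately for each screening campaign, cut at about 15% in these data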
# Target sequence (P62136 whole entry, looked up): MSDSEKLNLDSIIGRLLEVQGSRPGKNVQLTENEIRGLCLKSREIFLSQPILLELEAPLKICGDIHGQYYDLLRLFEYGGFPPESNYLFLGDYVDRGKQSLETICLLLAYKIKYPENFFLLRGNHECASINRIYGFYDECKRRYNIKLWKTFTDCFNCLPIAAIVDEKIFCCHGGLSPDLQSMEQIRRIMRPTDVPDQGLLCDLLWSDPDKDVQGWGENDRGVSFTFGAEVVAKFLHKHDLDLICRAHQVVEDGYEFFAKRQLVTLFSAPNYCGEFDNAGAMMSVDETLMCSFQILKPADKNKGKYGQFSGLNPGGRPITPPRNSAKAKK
# procasp3 activ – procaspase-3 (human) activation; recombinant procaspase-3 D3A, Ac-DEVD-pNA absorbance 405 nm; activation, % at 8.5 µM; hit rate 0.11% among 330,000;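 active = activation above the mean of all tested compounds plus 3 SD, cut at about 21% in these data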;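 also: 0% = DMSO alone and 100% = DMSO wells spiked with extra 5 µM PC-3 D3A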
#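 Assay system – Procaspase-3 D3A mutant · Benchmarks – DMSO low control, extra-enzyme high control · Technique – 405 nm absorbance of p-nitroaniline, reads at 0 and 120 min · Doses – 8.5 µM nominal · Measure – % activation between DMSO and enzyme-spiked controls · Also added – Ac-DEVD-pNA chromogenic peptide substrate · Schedule – 1 h compound preincubation, 2 h substrate hydrolysis at 25 °C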
# * marks the source's active call; other numbers are inactive results; i = inactive; / = no result given; & = joins results of further samples.
SMILES,procasp7 counter,PP5 primary,core dimer inh,JMJD2C inh,GRK2 inh,VLA-4 inh,CTSL1 counter,PP1 inh,procasp3 activ
Cc1cc(C(=O)COC(=O)COc2ccc(C#N)cc2)c(C)n1C1CC1,2,3.4,5,-4,1,12,-5,-9,-7
CCC1CCCCN1CCCNC(=O)c1ccc(/C=C2/Sc3ccccc3NC2=O)cc1 (centres undefined),-4,-0.3,-7,-6,0,0,7,7,-10
COc1ccccc1OCC(=O)NCCS(=O)(=O)N1CCN(c2ccc(F)cc2)CC1,1,-1.1,1,5,0,-5,-2,0,-3
Cc1nn(-c2ccccc2)c(C)c1C(=O)Nc1ccc(N2CCOCC2)cc1,7,0.4,-6,6,2,8,2,-2,-3
Cc1sc(=NC(=O)c2ccco2)n(C)c1-c1ccccc1,12,-0.3,4,-1,1,-9,5,2,5
Cc1cc(C)c2c(N)c(C(=O)c3ccccc3)sc2n1,-35,2.5,0,2,0,29,-1,-3,-6
CCCCN(C)C(=O)c1nc2ccccn2c1CN1CCC[C@H]1CO,0,2.7,-4,-5,3,1,0,2,-4
COc1cc2c(cc1OC)C(C)N(C(=O)c1cc3c(s1)-c1ccccc1OC3)CC2 (centres undefined),37*,2.3,1,-1,5,12,5,-1,26*
CN(Cc1ccccc1)C(=O)COC(=O)C1=NNC(=O)CC1,6,-0.2,3,0,3,27,-2,-4,9
CCN(Cc1nc(-c2ccc(Cl)cc2)no1)CC1CCCO1 (centres undefined),-1,-1.7,2,4,1,6,-1,-3,3
Cc1ccc(S(=O)(=O)/N=C(/Nc2ccc(F)cc2F)c2ccccc2)cc1,5,3.5,3,10,0,5,1,2,1
C=CC(=O)Nc1cccc(Oc2cc(Cl)nc3[nH]ccc23)c1,10,/,/,-1,0,12,/,/,8
Cc1cccc(Oc2coc3cc(OC(=O)c4cncc(Br)c4)ccc3c2=O)c1,-8,0.1,-2,-5,1,29,6,-2,-2
CC(C)(C)OC(=O)NCCCC[C@@H](C(=O)N1CCN(C(=O)OC(C)(C)C)CC1)n1cc(C(CO)NC(=O)OC(C)(C)C)nn1 (some centres undefined),1,2.1,-5,3,/,/,-1,-4,-2
O=C(Nc1cccc(F)c1)c1cc(S(=O)(=O)N2CCC(C(=O)O)CC2)ccc1F,-2,-0.9,-2,-28,4,-3,3,2,-7
CCC(CC)c1nnc(NC(=O)c2cc(-c3ccccc3)nc3ccccc23)s1,-6,1.9,27,26,1,-15,0,-3,-12
COc1ccc(N2C(=S)NC3N2C(=S)NC3(C)c2ccccc2)cc1 (centres undefined),-11,0.7,-11,-1,1,0,3,-5,-11
O=C1C2C3C=CC(C4CC34)C2C(=O)N1/N=C/c1ccc(-c2ccc([N+](=O)[O-])cc2)o1 (centres undefined),-11,3.8,10,4,7,6,-8,-4,4
CC(C)(OC(=O)NC(=O)C(F)(F)F)C(C)(C)OC(=O)NC(=O)C(F)(F)F,-3,4.4,-8,5,1,3,1,2,-4
CCCCC(OC(=O)c1cc2occc2n1C)C(=O)NCC1CCCO1 (centres undefined),-1,2.9,-13,-4,2,-7,-5,-1,5
COc1cnc(-c2ccccc2)[nH]c1=O,1,3.3,-5,5,0,0,0,-4,6
COC(=O)c1sc2ncn(-n3c(C)ccc3C)c(=O)c2c1C,-3,-2.0,0,12,0,4,5,5,-2
Cc1cccc(C(=O)NC2CCN(C(=O)Nc3ccc(F)cc3)CC2)c1,2,0.7,-6,-35,1,18,-2,-2,-4
CNc1ccc(/C=C/C(=O)c2cccc3ccccc23)cc1[N+](=O)[O-],0,1.9,8,-1,2,/,0,0,-6
CCc1nc2sc3ccccc3c(=O)c2c(=O)n1CCOC,-2,1.6,2,-2,3,9,-1,-4,3
SMILES,procasp7 counter,PP5 primary,core dimer inh,JMJD2C inh,GRK2 inh,VLA-4 inh,CTSL1 counter,PP1 inh,procasp3 activ
CCc1ccc(Nc2nnc(SC3CCOC3=O)s2)cc1 (centres undefined),6,0.3,1,5,0,26,-1,1,0
CC1C(=O)N2CCCc3cc(S(=O)(=O)N4CCN(c5ccccc5F)CC4)cc1c32 (centres undefined),1,2.5,9,10,1,-6,7,4,-4
CCN(C(=O)COc1ncnc2scc(-c3ccc(F)cc3)c12)C1CCS(=O)(=O)C1 (centres undefined),8,1.5,7,-5,1,5,0,-1,-2
NC(=O)c1sc2nc3c(c(-c4cccs4)c2c1N)CCCCC3,1,1.5,5,8,5,-3,3,0,-3
CN1CCN(c2ccc(NC(=O)c3ccc(-c4cccc([N+](=O)[O-])c4)o3)cc2)CC1,8,4.3,-2,-4,0,0,6,3,7
CC(=O)Nc1ccc(S(=O)(=O)N(C)CC(=O)NC2CCCCCCC2)cc1,-1,/,/,-7,0,5,/,/,2
O=C(COc1ccccc1)NNC(=O)c1cccs1,0,3.4,-2,-1,1,1,-14,-2,8
Cc1cc(C)nc(N/N=C/c2ccccc2OCc2ccc(Br)cc2)n1,8,0.7,17,-1,0,22,2,2,-12
NC(=S)N=Nc1c(O)n(CCCl)c2ccc(Cl)cc12,1,1.8,4,5,3,0,5,-2,6
CN1C(=O)[C@@H]2C[C@@]3([C@@]45C[C@H]6C(=O)N(C)[C@@H](Cc7ccccc7)C(=O)N6[C@@H]4Nc4ccccc45)c4ccccc4N[C@H]3N2C(=O)[C@@H]1Cc1ccccc1,-3,-0.1,-9,0,0,-13,1,4,2
Cn1nc(C2CC2)cc1NC(=O)CC(CC(=O)O)c1ccccc1 (centres undefined),6,0.0,-1,-7,0,5,0,1,-4
COc1cc(C(=O)Nc2ccccc2C2COC(=O)C2=N)cc(OC)c1OC (centres undefined),-2,0.8,-11,-16,2,19,-1,0,1
CC(NC(=O)c1cc2c(=O)n3ccccc3nc2n(CC2CCCO2)c1=N)c1ccccc1 (centres undefined),-9,0.3,-1,-19,1,0,2,4,-9
COc1ccccc1C(CCNCc1ccccc1)c1ccc(OC(C)C)cc1 (centres undefined),12,1.6,-10,-4,3,9,-3,10,3
CCC(NC(=O)c1ccc2nc(Cc3ccc(OC)cc3)oc2c1)c1ccncc1 (centres undefined),6,-0.1,6,1,0,3,-1,1,2
NC(=O)c1ccc(NC(=O)CCC(=O)N2CCN(S(=O)(=O)c3ccc(Cl)cc3)CC2)cc1,1,-0.2,2,-1,0,6,2,-3,3
COc1ccc(S(=O)(=O)NCc2nc3nc(C)cc(C)n3n2)cc1OC,0,-0.5,3,35,0,-8,-2,0,6
Cc1cc(C)cc(N(C(=O)c2csnn2)C(C(=O)NC(C)(C)C)c2cccnc2)c1 (centres undefined),17,1.8,-1,-2,0,8,-2,9,-4
COc1ccc(S[C@@H](CCN2CC[C@H](C)CCC2=O)c2ccccc2)cc1,11,0.5,/,-2,0,3,/,2,4
Cn1cccc1/C=C1/SC(=S)N(CC(=O)O)C1=O,-15,2.1,-5,3,4,4,8,4,0
CCOC(=O)c1ccccc1NC(=O)COC(=O)CN1C(=O)NC2(CCCC2)C1=O,11,4.8,-3,13,0,5,-15,-1,4
Cc1cc(C)c2sc(N(CCCN(C)C)C(=O)c3ccc(S(=O)(=O)N4CCc5ccccc5C4)cc3)nc2c1,10,5.2,-8,-3,0,9,2,8,6
NCCNc1ccc(C(=O)N2c3ccccc3Sc3ccccc32)cc1[N+](=O)[O-],-2,1.4,-8,0,0,12,0,8,6
C#CC(CC)(CC)NC(=O)c1nn(-c2ccccc2Cl)c(C)cc1=O,-3,1.3,-5,4,0,7,7,-1,0
COc1cccc(/C=N/NC(=O)C(=O)NCc2ccco2)c1OC,-6,0.8,-3,0,3,4,2,1,-1

# 5 structures from above, arranged by number of heavy atoms, ascending.
SMILES,procasp7 counter,PP5 primary,core dimer inh,JMJD2C inh,GRK2 inh,VLA-4 inh,CTSL1 counter,PP1 inh,procasp3 activ
Cn1nc(C2CC2)cc1NC(=O)CC(CC(=O)O)c1ccccc1 (centres undefined),6,0.0,-1,-7,0,5,0,1,-4
Cc1cc(C)nc(N/N=C/c2ccccc2OCc2ccc(Br)cc2)n1,8,0.7,17,-1,0,22,2,2,-12
CN1CCN(c2ccc(NC(=O)c3ccc(-c4cccc([N+](=O)[O-])c4)o3)cc2)CC1,8,4.3,-2,-4,0,0,6,3,7
NC(=O)c1ccc(NC(=O)CCC(=O)N2CCN(S(=O)(=O)c3ccc(Cl)cc3)CC2)cc1,1,-0.2,2,-1,0,6,2,-3,3
CN1C(=O)[C@@H]2C[C@@]3([C@@]45C[C@H]6C(=O)N(C)[C@@H](Cc7ccccc7)C(=O)N6[C@@H]4Nc4ccccc45)c4ccccc4N[C@H]3N2C(=O)[C@@H]1Cc1ccccc1,-3,-0.1,-9,0,0,-13,1,4,2

# Next entries
SMILES,procasp7 counter,PP5 primary,core dimer inh,JMJD2C inh,GRK2 inh,VLA-4 inh,CTSL1 counter,PP1 inh,procasp3 activ
O=C(CC12CC3CC(CC(C3)C1)C2)N1CCN(S(=O)(=O)c2cccs2)CC1,8,1.9,4,-4,0,8,-4,2,2
O=C(c1ccccn1)N1CCN(S(=O)(=O)c2cccc(Br)c2)CC1,-3,0.6,/,4,0,7,/,-7,1
C[n+]1ccc(/C=C/c2c[nH]c3ccccc23)cc1,-16,3.6,-32,-2,0,-343,3,1,1
CC(C)CCNC(=O)c1onc(CSc2ccc(F)c(F)c2)c1C(=O)NCCC(C)C,-5,5.1,1,-6,2,-4,2,-1,1
CN(C)N1C(N)=C(C#N)C(c2ccccc2)C2=C1CC(C)(C)CC2=O (centres undefined),-1,-1.6,1,-2,1,4,2,-5,5
C=CCn1cnnc1SCC(=O)N(C)CC1COc2ccccc2O1 (centres undefined),6,/,/,-1,0,4,/,/,8
CCN1CCN(S(=O)(=O)c2c[nH]c(C(=O)OC)c2)CC1,10,-1.8,2,-5,0,0,-2,-2,-1
O=C(NCN1CCCCC1)c1cnccn1,12,-3.0,-2,-17,0,9,-3,-1,4
CCN(c1ccccc1)S(=O)(=O)c1ccc(C(=O)N2CC(C)CC(C)C2)cc1 (centres undefined),11,1.5,2,-1,0,0,4,-2,2
COCC(=O)O[C@]1(CCN(C)CCCc2nc3ccccc3[nH]2)CCc2cc(F)ccc2[C@@H]1C(C)C,9,1.9,-8,1,0,18,-10,3,10
O=C(CCN1CCCC1)c1cccs1,-1,-0.7,2,1,0,2,2,-4,7
CC(C)(C)OC(=O)N1CCC(c2c(C(=O)N3CCN(C4CCCCC4)CC3)cnn2-c2ccccc2)CC1,2,-0.9,-2,0,0,-10,2,-2,-5
Cc1cccc(OCC(=O)Nc2ccc3c(C)cc(=O)oc3c2)c1,0,0.8,1,0,0,38,1,9,5
COc1ccc(C)cc1-n1nnnc1SCC(=O)NC(=O)NCc1ccco1,4,-0.6,8,-9&4,0,-3,-2,2,3
CCOc1ccc(N(CC(=O)NCc2ccc(OC)cc2)C(=O)CCC(=O)Nc2nccs2)cc1,-2,1.6,8,10,0,-14,1,-3,3
CCCN1C(=O)/C(=C/c2c(NCCCOC(C)C)nc3c(C)cccn3c2=O)SC1=S,3,-0.4,-1,-14,0,i,3,-2,5
Nc1nc(CSc2nnc(-c3cccc(F)c3)n2-c2ccccc2)nc(N2CCOCC2)n1,13,0.0,-5,-5,8,24,-4,-2,0
